LMP1 NFkB inh: reduces LMP1-driven NF-kappaB luciferase signal | LMP1-induced NF-kappaB luciferase reporter cells, luminescence | inhibition, % at 12.5 µM | hit rate 0.69% among 350,000 | AID 504558; in the data active means inhibition above about 41%;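 further: 0% = neutral control wells and 100% = reference inhibitor control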
C8 TRAIL sens: caspase-8 TRAIL sensitization; NB7+C8 cells + TRAIL, ATPlite viability luminescence; inhibition (viability loss, TRAIL sensitization), % at 10 µM; hit rate 1% among 360,000;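 active means compounds causing at least 50% loss of cell viability in the single-dose screen, relative to plate controls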
NOD2-RIPK2 inh: NOD2-RIPK2 protein interaction inhibition; AID 624267; hit rate 0.38% among 360,000; CHO BLA complementation NOD2-RIPK2, CCF4 ratio; inhibition, % at 4.98 µM; O43353; in the data active means inhibition above about 21%;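 further: 0% = vehicle only and 100% = reference blocker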
Target sequence (O43353 whole entry, looked up): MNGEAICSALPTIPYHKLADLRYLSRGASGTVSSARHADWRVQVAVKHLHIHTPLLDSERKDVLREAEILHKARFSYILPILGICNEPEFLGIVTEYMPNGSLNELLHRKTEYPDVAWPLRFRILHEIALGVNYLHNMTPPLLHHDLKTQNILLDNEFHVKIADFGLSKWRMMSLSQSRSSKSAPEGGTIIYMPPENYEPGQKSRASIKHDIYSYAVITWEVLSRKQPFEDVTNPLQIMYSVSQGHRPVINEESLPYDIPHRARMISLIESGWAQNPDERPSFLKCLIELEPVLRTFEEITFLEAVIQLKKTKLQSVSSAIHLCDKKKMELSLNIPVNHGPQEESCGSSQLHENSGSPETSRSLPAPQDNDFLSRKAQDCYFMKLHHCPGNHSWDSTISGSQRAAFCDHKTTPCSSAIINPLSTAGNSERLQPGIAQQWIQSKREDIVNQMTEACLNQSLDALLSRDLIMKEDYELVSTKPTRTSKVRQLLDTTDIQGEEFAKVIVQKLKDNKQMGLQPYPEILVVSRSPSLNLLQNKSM
COUP-TFII inh: NR2F2 (human) inhibition, primary screen; P24468; HEK293T NGFI-A luciferase reporter, luminescence; hit rate 0.7% among 370,000; inhibition, % at 8.6 µM;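 active means inhibition above a per-plate cutoff, mean inhibition of test wells between control levels plus 3 SD, cut at about 38% in these data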;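 further: cells cotransfected with COUP-TFII expression vector driving the NGFI-A reporter; 0% = median of COUP-TF2 test wells and 100% = reporter-only cells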
Target sequence (P24468 whole entry, looked up): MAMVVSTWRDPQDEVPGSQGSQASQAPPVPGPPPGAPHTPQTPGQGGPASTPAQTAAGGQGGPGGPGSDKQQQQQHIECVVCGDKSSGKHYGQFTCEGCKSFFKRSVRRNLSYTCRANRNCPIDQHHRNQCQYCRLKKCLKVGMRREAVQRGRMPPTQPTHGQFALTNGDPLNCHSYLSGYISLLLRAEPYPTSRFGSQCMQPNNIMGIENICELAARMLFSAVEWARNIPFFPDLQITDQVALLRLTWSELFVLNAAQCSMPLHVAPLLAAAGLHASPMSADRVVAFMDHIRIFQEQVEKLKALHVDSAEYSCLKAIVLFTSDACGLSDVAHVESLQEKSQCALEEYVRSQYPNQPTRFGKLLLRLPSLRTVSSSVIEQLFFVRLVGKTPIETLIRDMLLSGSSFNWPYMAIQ
NCOA3 inh: inhibitors of human steroid receptor coactivator 3 (SRC3) | Q9Y6Q9 | HEK293 GAL4-SRC3 luciferase reporter, luminescence | inhibition, % at 3.6 µM | hit rate 0.17% among 360,000;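 active means inhibition above a per-campaign cutoff, the mean of all compounds plus 3 SD, cut at about 60% in these data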;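 further: 0% = DMSO-treated cells and 100% = gossypol-treated cells at 36 µM; higher means less SRC3-driven luciferase light from the GAL4 reporter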
Vif imaging: HIV Vif inhibition; HEK293T cells, Vif self-association by quenched fluorescence, imaging, 24 h; hit rate 0.35% among 340,000; inhibition, % at 7.49 µM; AID 602346; in the data active means inhibition above about 50%, passing the limit was not always enough; further: some results filed as inactive read as strong as hits
SRC1 inh: inhibitors of human steroid receptor coactivator 1 (SRC1). Q15788. HEK293 GAL4-SRC1 luciferase reporter, luminescence. inhibition, % at 3.6 µM. hit rate 0.12% among 360,000. AID 588354;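 active means inhibition above the campaign mean plus 3 SD, with each screening campaign given its own cutoff, cut at about 60% in these data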;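 further: 0% = DMSO treated cells and 100% = gossypol at 36 µM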
LRH-1 inv ag: NR5A2 inverse agonism in reporter assay. inhibition, % at 3.6 µM. hit rate 0.13% among 360,000. AID 602396. HEK293T StAR-luciferase reporter, LRH-1 transfected, 24 h;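 active means inhibition above the mean inhibition of all tested compounds plus 3 SD, cut at about 73% in these data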;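 further: 0% = DMSO wells and 100% = reporter-only cells lacking LRH-1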
SRC2 inh: inhibits human steroid receptor coactivator 2 | HEK293 GAL4-SRC2 luciferase reporter, luminescence | inhibition, % at 9 µM | hit rate 0.17% among 370,000 | AID 651957;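 active means inhibition above the mean inhibition of all tested compounds plus 3 SD, set per campaign, cut at about 52% in these data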;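 further: 0% = DMSO treated cells and 100% = cells given Gossypol at 36 µM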
TROY NFkB inh: blocks TROY-dependent signaling in reporter cells; Q293 LMP1-TROYcd NF-kB luciferase reporter, 4 h; hit rate 0.98% among 360,000; inhibition, % at 10 µM; AID 1347056;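 active means compounds whose plate-normalised and pattern-corrected inhibition of the luciferase reporter signal at the single screening dose is 50% or more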
TLR9-MyD88 inh: blocks human TLR9 binding to MyD88 | Q9NR96+Q99836 | CHO BLA complementation TLR9-MyD88, CCF4 FRET ratio | inhibition, % at 4.98 µM | hit rate 0.21% among 340,000 | AID 504734;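 active means inhibition above the mean over all tested compounds plus 3 SD, cut at about 21% in these data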;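 further: 0% = DMSO only wells and 100% = clavulanate BLA inhibitor control wells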
An asterisk follows results filed as active; . = no result given. Not all compounds are listed. The share of hits here may be higher or lower than overall.

SMILES | LMP1 NFkB inh | C8 TRAIL sens | NOD2-RIPK2 inh | COUP-TFII inh | NCOA3 inh | Vif imaging | SRC1 inh | LRH-1 inv ag | SRC2 inh | TROY NFkB inh | TLR9-MyD88 inh
CCN1C(=NCCc2ccccn2)N[C@@H](c2cccc(F)c2)C(C(=O)OC)=C1C | -1 | -5 | -4 | -3 | 4 | -1 | -1 | -3 | 1 | 5 | -8
CCn1c(SCC(=O)NCCc2ccc(OC)c(OC)c2)nc2c([nH]c3ccccc32)c1=O | -4 | -19 | 4 | 9 | -6 | -6 | 13 | 40 | -18 | -4 | -7
Cc1ccc(/C=N/NC(=O)c2nnn(-c3nonc3N)c2CN(C)C2CCCCC2)cc1 | 2 | 0 | -11 | -12 | -8 | 6 | -7 | 14 | 3 | -5 | 3
Cc1ccc(C)c(-n2c(SCC(=O)O)nc3sc4c(c3c2=O)CCCC4)c1 | 4 | 3 | 1 | 12 | 11 | 10 | 10 | 0 | -5 | 19 | -6
CN1CCN(C(=O)C(=O)c2cn(CC(=O)N3CCOCC3)c3ccccc23)CC1 | -3 | -8 | -8 | 11 | 5 | 8 | 5 | 4 | -15 | 9 | -4
CCOC(=O)c1cn2c(C)cccc2n1 | 4 | 2 | -4 | 1 | 10 | 0 | -5 | 11 | 3 | 26 | 3
COC(=O)c1cc(OC)ccc1-c1ccc(OC)cc1 | -1 | 3 | 8 | -9 | 2 | -2 | -12 | -5 | -28 | -21 | 8
c1ccc2c(c1)nnn2Cc1nnc2sc(-c3ccc4c(c3)OCCO4)nn12 | -30 | 2 | -11 | -15 | -13 | -1 | -7 | 14 | -6 | 26 | 3
Cc1cc(C)cc(NC(=O)c2ccc(NC(=O)C3C4CC5OC(=O)C3C5C4)cc2)c1 (stereo not drawn) | 3 | -11 | -8 | -2 | 20 | 0 | -9 | -6 | -11 | -11 | -2
COc1cc(NC(=O)Cn2cnc(S(=O)(=O)N3CCOCC3)c2)cc(OC)c1OC | 0 | -2 | -11 | 7 | 0 | 10 | 4 | -1 | -13 | -9 | -15
NC(Cc1ccc(C(F)(F)F)cc1)c1csc(Nc2ccc(C(=O)NCCCO)cn2)n1 (stereo not drawn) | . | 8 | -3 | -3 | -20 | 7 | 11 | -14 | 13 | -5 | .
CC(C)(C)c1ccc(S(=O)(=O)N2CCCCC2C(=O)NCc2ccccn2)cc1 (stereo not drawn) | -4 | 0 | -2 | -5 | 7 | 2 | -3 | -10 | -43 | 14 | 9
O=[N+]([O-])c1cccc2ccc(N3CCOCC3)nc12 | 2 | -2 | -25 | -17 | -7 | 6 | -6 | 1 | 17 | -31 | -2
CC(C)(C)OC(=O)N1CCCN(C(=O)Nc2cccc(Cl)c2)CC1 | . | -16 | -10 | -2 | 11 | -6 | -21 | 6 | 12 | 5 | .
Cc1ccc(-c2nnc3n2N=C(c2ccccc2Br)CS3)cc1 | 7 | 0 | 8 | -11 | -22 | . | -53 | 21 | -1 | -13 | 4
Cc1cn(C(C)C)c(=O)n(-c2ccccc2)c1=O | -1 | -16 | -9 | -1 | -26 | 35 | 3 | 4 | -17 | -13 | -9
CCOC(=O)c1ccc(S(=O)(=O)NNC(=O)COc2ccc(C)cc2)cc1 | -1 | -5 | -4 | 12 | 2 | -3 | -5 | -3 | -12 | -19 | -2
CN(C)c1ccc(CNc2ncnc3sccc23)cc1 | 34 | 23 | 1 | 66* | 12 | -15 | 25 | 47 | 19 | 7 | -2
CC1=C(C(=O)N2CCCCCC2)CC(CC(=O)NC2CCCC2)C(=O)N1Cc1ccc(F)cc1 (stereo not drawn) | . | -3 | 0 | 20 | . | . | . | 1 | 12 | 1 | .
COc1ccc(CCC(=O)Nc2ccc3c(c2)OCCO3)cc1 | -8 | -1 | -3 | -19 | 2 | -10 | -13 | -5 | 10 | 18 | 6
Cc1ccc([C@@H]2CC(=O)[C@@H]3CN(S(=O)(=O)c4ccc(C)cc4)[C@H](c4ccccc4F)C[C@@H]3N2S(=O)(=O)c2ccc(C)cc2)cc1 | . | -8 | -6 | 4 | 10 | . | 14 | 3 | -1 | 1 | .
O=C(COC(=O)c1cccc(OC(F)F)c1)Nc1cccc(S(=O)(=O)N2CCCC2)c1 | 3 | 9 | -3 | 7 | 19 | -4 | -13 | 24 | -2 | 24 | 11
C=CCNC(=S)N1CCC2CC1c1c(Cl)cccc12 (stereo not drawn) | 3 | 4 | -5 | 22 | -20 | . | -3 | -7 | -3 | -2 | -1
O=C(COC(=O)CNC(=O)c1ccc(Br)o1)Nc1ccccc1OC(F)F | 9 | -3 | -9 | -12 | 2 | 2 | 4 | 0 | 5 | -5 | -6
O=C(c1cccc(C(F)(F)F)c1)C1CCCN(Cc2ccc(OCCO)cc2)C1 (stereo not drawn) | -7 | -5 | 6 | 14 | 19 | 0 | -14 | 13 | -25 | -2 | 0
Cc1cc(Br)ccc1NC(=O)CN1CCN(c2ccccn2)CC1 | 7 | -6 | -3 | -1 | -2 | -4 | 5 | -8 | -17 | 15 | 7
O=C(O)c1cc(OCc2ccccc2)cc(OCc2ccccc2)c1 | 0 | -4 | 0 | 14 | 8 | -7 | -8 | 3 | 2 | 5 | 4
N#Cc1ccc(COC(=O)CN2C(=O)NC3(CCCC3)C2=O)cc1 | -8 | 2 | -2 | 4 | 0 | 2 | -2 | -4 | 11 | -13 | 2
O=C1CC(c2ccncc2)c2cc3c(cc2N1)OCO3 (stereo not drawn) | -3 | -14 | -1 | -3 | 2 | 4 | 9 | 22 | 3 | 0 | -4
COc1ccc(C(=O)NCC(=O)N/N=C/c2cccc(OC(=O)c3ccco3)c2)cc1OC | 1 | 3 | 6 | -2 | 0 | -5 | 11 | 1 | -10 | 2 | 1
COc1ccc(-c2ccc(C(=O)NCCc3ccccc3)c3occc23)c(C)c1 | . | 15 | 6 | -7 | -32 | -11 | -24 | -26 | -49 | -31 | .
CN(C)c1ccc(NC(=O)c2ccc3nsnc3c2)cc1 | -9 | 22 | -5 | -59 | -71 | -2 | -103 | -167 | -76 | -21 | 4
CCOC(=O)CNCCC(=O)c1ccc(Br)cc1 | -3 | 3 | -9 | 14 | 0 | -5 | -5 | 3 | -5 | 12 | 7
CC(Oc1cccc(Cl)c1)C(=O)NCc1ccc(S(N)(=O)=O)cc1 (stereo not drawn) | 3 | -5 | -2 | 13 | 9 | 0 | -63 | -5 | -33 | 4 | -10
Cc1c(NC(=O)Nc2ccc(Cl)cc2)c(=O)n(-c2ccccc2)n1C | -15 | -3 | -2 | 9 | -1 | . | -14 | 24 | -15 | -18 | -1
CCOC(=O)c1c(-c2ccccc2)csc1NC(=O)CCN1CCOCC1 | 2 | 1 | -4 | 8 | 5 | 1 | 0 | 8 | 10 | -12 | 4
COc1ccc(-c2nc3ccccn3c2/N=C/c2ccc(OC)c(OC)c2)cc1O | -5 | 2 | -8 | 3 | 5 | 1 | -8 | 15 | -21 | 8 | -5
COC(=O)C1(C)CC1(c1ccccc1)c1ccccc1 (stereo not drawn) | -7 | -21 | -3 | -16 | 0 | -3 | -4 | -16 | -13 | -1 | -5
COc1ccc(OC)c(-c2cc(C(=O)N/N=C/c3cc(OC)c(OC)cc3OC)c3ccccc3n2)c1 | 8 | 1 | -5 | 8 | 23 | 7 | 5 | -1 | 7 | 2 | 0
C/C(=N\NC(=O)c1ccncc1)c1ccc(N2CCOCC2)cc1 | -3 | -10 | -13 | 8 | 10 | 18 | -2 | -7 | -3 | -16 | -1
COc1ccc(Cn2nnnc2CN2CCC(c3nc4ccccc4s3)CC2)cc1 | 0 | 7 | -4 | 10 | -3 | -5 | 3 | 1 | 23 | 27 | -9
COc1ccc2c(ccc[n+]2CC(=O)c2ccccc2)c1 | 7 | 12 | 3 | 7 | -2 | 4 | -15 | -1 | -4 | 13 | -12
COc1cc(C(=O)N/N=C/c2cn(Cc3ccccc3)c3ccccc23)ccc1O | -3 | -17 | -11 | -4 | 7 | . | 5 | -10 | 0 | -14 | -13
CC(C)CNC(=S)N1CCC(Cc2ccccc2)CC1 | 0 | -22 | -8 | 17 | -7 | -5 | 0 | -15 | -11 | -17 | -8
CC1CN(C(=O)CCNC(=O)c2ccc(Cl)cc2)CC(C)O1 (stereo not drawn) | 4 | 0 | -6 | 3 | -6 | -2 | 4 | 3 | -27 | -1 | 2
N/C(COc1cccc(Cl)c1)=N\NS(=O)(=O)c1ccccc1 | -13 | 6 | 4 | 5 | 8 | 10 | -6 | -11 | 3 | 14 | -23
CC(C)(C)n1nc2c(c1NC(=O)c1c(F)cccc1F)CS(=O)(=O)C2 | 2 | 20 | 6 | -4 | -27 | 19 | -7 | 0 | -28 | -2 | 8
CCOc1cc(CNc2cccc3ccccc23)cc(Br)c1OCC(=O)NC(C)(C)C | 19 | 4 | -11 | . | 11 | 7 | -7 | -27 | . | 46 | -4
CS(=O)(=O)N1CCN=C1SCc1ccc(F)cc1 | -2 | -9 | 1 | -10 | 8 | -5 | -4 | 6 | -10 | 4 | 0
CN1CCN(c2ncccc2S(=O)(=O)N2CCCCC2)CC1 | 8 | -11 | -9 | 0 | -29 | 0 | 1 | 10 | -6 | -18 | 4
COC(=O)c1ccc(CNC(=O)COC(=O)c2cccs2)cc1 | -2 | 1 | -6 | 3 | 1 | 7 | 10 | 14 | 2 | -5 | -2
CCCCCNCc1ccc(OCc2ccc(Cl)nc2)c(OC)c1 | 0 | -10 | 5 | -18 | 6 | -2 | 4 | 11 | -22 | -2 | -1
O=C1NN(c2cccc(Br)c2)C(=O)/C1=C/c1cccs1 | 3 | -16 | -2 | -36 | 4 | -19 | -3 | -8 | 3 | -38 | 4
Cc1cc(C)cc(C(=O)Nc2ccc(NC(=O)Cc3ccccc3)cc2)c1 | 6 | 2 | -11 | 3 | 10 | 34 | 14 | -1 | -7 | 0 | -7
O=C(Nc1ccc(F)cc1)Nc1sccc1-c1nc2ccccc2s1 | -15 | 15 | 1 | -22 | -5 | -15 | 5 | 3 | 4 | -49 | 2
Cn1c(C(C#N)C(=O)Cc2cccc3ccccc23)nc2ccccc21 (stereo not drawn) | 10 | 22 | 1 | 2 | 11 | -19 | 9 | 8 | -2 | 2 | 4
CC(=O)Oc1ccc(-c2csnn2)cc1 | -4 | 9 | -3 | -7 | -8 | 31 | -17 | 2 | 5 | -35 | -1
Cc1onc(-c2ccccc2Cl)c1C(O)c1ccc(F)cc1 (stereo not drawn) | -1 | -19 | -4 | -5 | 3 | -4 | -14 | -4 | -10 | 2 | 6
O=c1c2ccccc2nnn1CSc1nnc(Nc2ccccc2)s1 | -15 | 7 | -5 | 6 | 4 | 51* | -15 | 4 | -16 | -37 | 10
COc1ccc(C2=NN(C(=O)c3cccc([N+](=O)[O-])c3)C(c3cccc([N+](=O)[O-])c3)C2)cc1 (stereo not drawn) | 1 | -4 | -12 | -13 | 8 | -6 | -6 | 8 | 14 | -2 | -9

Source: PubChem BioAssay
